Bioassay records from PubChem BioAssay.
HSF1 inh – HSF1 inhibition | NIH3T3-HGL HSE-luciferase, MG132-induced, luminescence 8 h; hits give low values | activity change, negative = inhibition, % at 7.5 µM (by protocol) | 300,000 compounds, 0.77% hits;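 active = more than half of replicate wells show activity change below -50%, luminescence cut by over half; inconclusive = some wells, but at most half, below -50%; inactive = no replicate well below -50%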;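 also: luciferase reports HSF-1 transcriptional activity via heat shock element; 0% = median of DMSO wells and -100% = zero luminescence signal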
HSF1 activator – increases HSF-1 driven luciferase reporter signal | activation, % at 9 µM | 300,000 compounds, 1.7% hits | AID 504408 | NIH3T3-HGL HSF-1 luciferase reporter, MG132, 8 h; 100% = twice DMSO control signal;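 active = mean replicate activation of at least 50% with a set share of replicates each reaching 50%; inconclusive = only one of those two conditions met; inactive = mean below 50% and too few replicates reaching it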;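 also: 0% = median of the neutral control wells and 100% = twice that signal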
IEC-6 cytotox – IEC-6 cytotoxicity, counter-screen for KLF5 inhibitors; luminescence viability; inhibition, % at 5 µM; 290,000 compounds, 0.78% hits; AID 1825; in the data active = inhibition above about 22%;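 also: 0% = plate median of test compound wells and 100% = cytotoxic reference compound wells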
AI-2 QS mod – modulates the Vibrio harveyi AI-2 quorum sensing system. 300,000 compounds, 0.4% hits. Vibrio harveyi JMH597 AI-2 luminescence/OD600 ratio, 9 h; hits give low values; strain lacks LuxN and CqsS sensors; 0 = neutral-control median. activity change, % at 7.5 µM; in the data active = activity change below about -75%, passing the limit was not always enough; inconclusive = no clear call, values can overlap the other calls;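 also: luminescence divided by OD600 gain over 9 h not by final OD600 alone; inactives centre near 13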
aSyn 5UTR inh – 5' untranslated region of α-synuclein, MLPCN primary screen; alpha-synuclein 5'UTR reporter, inhibitor activity; inhibition, % (tested at 7.5 µM); 300,000 compounds, 0.82% hits; in the data active = inhibition above about 60%; inconclusive = no clear call, values can overlap the other calls;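 also: H4 neuroglioblastoma cells stably carrying SNCA 5'UTR luciferase fusion; 0% = DMSO wells and 100% = positive control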
HIF activator – HIF pathway transcriptional activation. U2OS HRE-luciferase reporter, luminescence; normalized: DMSO 0%, desferrioxamine 100%. activation, % at 7.5 µM (by protocol). 300,000 compounds, 0.32% hits;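 active = mean activation of at least 10% of the iron chelator positive control signal, with at least half of replicates also reaching 10%; inconclusive = mean and replicate majority disagree about reaching 10%; inactive = mean and most replicates under 10%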
HSP90 inh – inhibitors of HSP90 luciferase refolding in rabbit reticulocyte lysate | luciferase refolding luminescence, 3 h | inhibition, % at 5.6 µM | 290,000 compounds, 0.91% hits | AID 1789;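 active = inhibition above the screen-wide mean plus 3 SD, computed separately per campaign, cut at about 16% in these data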;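 also: 0% = DMSO wells and 100% = 60 µM geldanamycin wells; inhibitors lower the luminescence because luciferase stays unfolded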
SKKanGAS inh – blocks kanamycin growth of S. pyogenes SKKanGAS strain | 300,000 compounds, 1.3% hits | inhibition, % at 7.5 µM | BacTiter-Glo, 6 h;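 active = mean replicate score, as percent of positive control median, at least 50; inconclusive = mean below 50 but one replicate at or above 50; inactive = mean and every replicate below 50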;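 also: strain carries kanamycin resistance gene driven by streptokinase promoter and grows in 40 µg/ml kanamycin; loss of luminescence reflects streptokinase promoter inhibition or plain growth inhibition; 0% = median of DMSO wells and 100% = positive control at its reference dose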
KLF5 inh – suppresses KLF5 promoter-driven expression | DLD-1 KLF5 promoter-luciferase reporter, luminescence | inhibition, % at 5 µM | 290,000 compounds, 0.23% hits | AID 1700;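 active = inhibition above a per-plate limit of that plate's mean compound inhibition plus 3 SD, cut at about 60% in these data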;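 also: 0% = DMSO wells and 100% = LY294002 at 200 µM; higher means less KLF5 promoter-driven luciferase light; inactives centre near -14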
Platelet DG rel – modulates dense granule release in human platelets; human platelet-rich plasma, SFLLRN dense granule ATP release, luminescence; inhibition, %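 (compounds screened at 7.5 µM in platelet-rich plasma)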; 300,000 compounds, 0.22% hits;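 active = mean replicate score, as percent of positive control, at or above 50; inconclusive = mean below 50 but at least one replicate at or above 50; inactive = mean and every replicate below 50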
Numbers without * were called inactive; ? = inconclusive; nt = no result given.

SMILES	HSF1 inh	HSF1 activator	IEC-6 cytotox	AI-2 QS mod	aSyn 5UTR inh	HIF activator	HSP90 inh	SKKanGAS inh	KLF5 inh	Platelet DG rel
COc1cccc(C(=O)NC(=S)Nc2cccnc2)c1	16	9	8	17	-153	1.0	-1	0	-59	4
CCCSc1nc2sc3c(c2c(=O)[nH]1)CC(C)CC3 (centres undefined)	-4	-6	0	10	-45	0.7	0	-11	-17	0
CNC(=O)COc1ccc(S(=O)(=O)Nc2ccccc2)cc1	2	-7	3	8	11	0.7	-2	-5	9	3
CCn1cc(C(=O)OCC(=O)c2cc(C)n(-c3cccc(C(F)(F)F)c3)c2C)c(=O)c2ccc(C)nc21	-7	-11	-3	53	7	0.0	3	59*	2	-1
COc1cccc(-n2c(Cn3nc(C(F)F)cc3C(F)F)n[nH]c2=S)c1	-6	14	0	31	-10	0.5	1	-7	5	-2
COC(=O)c1ccc(OCC2NCCc3cc(OC)c(OC)cc32)cc1 (centres undefined)	5	6	3	16	13	0.1	-2	-6	-9	7
CCn1nc2cc(C(=O)NCCc3cccs3)ccc2c1OC	8	18	2	19	-41	1.5	3	-3	-119	-3
Cc1cc(C)n2nc(C(=O)OCCOc3ccc(F)cc3)nc2n1	12	15	-8	26	2	-28	-5	-2	-30	-3
NC(=O)CC(NC(=O)Cc1ccc(Br)cc1)c1ccc(N2CCc3ccccc3C2)c([N+](=O)[O-])c1 (centres undefined)	4	14	-4	14	39	-3.2	-6	34	-7	-17
CC(=O)Nc1ccc(NC(=O)Cc2sc(-c3cccnc3)nc2-c2ccc(C)cc2)cc1	7	15	14	17	-26	0.2	3	2	-2	3
O=C(O)CSc1nnc2c(n1)[nH]c1ccccc12	-5	-3	0	47	-13	0.2	-2	31	-6	-1
CC[n+]1cccc(-c2nc3ccccc3s2)c1	-4	2	4	32	3	-0.9	1	-3	-7	-17
N#Cc1sc2nc(C3CC3)cc(-c3ccc(Cl)cc3)c2c1N	11	9	9	27	6	-0.2	2	9	-8	7
CCOc1ccccc1NC(=O)C(Sc1nnc2ccccn12)c1ccccc1 (centres undefined)	3	6	-3	10	16	-0.6	4	5	-14	-8
COc1cc(NC(=O)c2c(Cl)cnn2C)c(OC)cc1Cl	1	29	-2	26	-28	0.2	3	3	-10	2
Cc1cc(NCC2CCCO2)n2c(nc3ccccc32)c1C#N (centres undefined)	1	17	14	-6	15	-0.6	4	5	-7	6
O=C(/C=C/c1ccc(F)cc1)c1ccccc1Br	7	10	-5	-29	-27	1.8	3	8	-2	9
CC(C)(C)SCCNC(=O)CSc1ccccc1	22	23	2	11	-72	0.6	4	-2	-72	-3
Fc1ccc(/C=N/n2c(C3CCCCC3)n[nH]c2=S)cc1	-10	-6	-7	3	18	-0.2	1	1	-16	9
O=[N+]([O-])c1ccc(NC(=S)NCCc2ccc(Cl)cc2)cc1	-8	-4	-3	-19	8	0.0	1	98*	6	8
CCS(=O)(=O)c1ncc(Cl)c(C(=O)Nc2ccc(C)cc2)n1	-98*	-98	75*	-5	-27	-17	-3	-23	20	-3
Cc1ccc(NC(=O)c2ccccc2NC(=O)Cc2ccccc2)cc1	6	26	-6	10	-6	0.6	0	-7	2	-6
Oc1c(Br)cc(Br)cc1/C=N/Nc1ccc(Cl)nn1	1	-26	-4	14	97*	-1.0	1	84*	102*	4
COc1ccc(NC(=S)NN2CCN(C)CC2)cc1OC	2	-5	-1	0	9	-0.6	1	4	3	-17
COCc1cccc(NC(=O)Cc2cccc3ccccc23)c1	1	-9	4	36	10	-0.5	1	-6	12	4
O=C(O)c1cc(NC(=O)c2ccccc2[N+](=O)[O-])ccc1O	6	-1	-8	17	1	-0.4	1	-3	-20	2
Cn1c(=O)[nH]c(=O)c2c1nc(Br)n2CC(O)COCc1ccccc1 (centres undefined)	0	-19	1	9	7	-0.5	17*	0	-149	13
CC(=O)CCC(=O)OCC(=O)Nc1ccc(SC(F)F)cc1	-8	-21	0	5	-8	-0.2	5	26	-22	-3
CC(C)N(C(C)C)S(=O)(=O)c1ccc(NN)nc1	5	2	2	10	0	-0.2	1	2	15	5
Cc1ccc(C(=O)O)cc1NC(=O)C1CCCN1S(=O)(=O)c1cccc2nsnc12 (centres undefined)	1	23	0	11	2	-0.2	2	1	-35	-6
O=C(CSC(=S)N1CCCCC1)N1N=CCC1c1ccccc1 (centres undefined)	19	17	-6	7	-48	1.0	2	4	-42	0
Cc1ccc(NC(=O)c2ccc(F)c(S(=O)(=O)N3CCOCC3)c2)cc1F	-9	-6	3	12	-31	0.2	1	7	-23	2
CCOC(=O)N1CCN(c2cc(=O)n(-c3ccc(Br)cc3)c(=O)[nH]2)CC1	-4	-23	-6	19	21	0.0	0	-1	-7	1
Cc1cccc(NC(=S)NCc2ccccn2)c1	33	46	3	9	-77	2.8	-1	-3	-19	-1
O=C(Nc1ccc(S(=O)(=O)NC2=NCCCCC2)cc1)c1ccc(=O)[nH]c1	-23	-40	2	8	31	-0.1	-1	6	-53	0
COc1ccc2cc(S(=O)(=O)N3CCN(C)CC3)ccc2c1	-1	2	-2	12	31	0.0	-3	5	-19	nt
Cc1cc[n+](CC(=O)c2cccc([N+](=O)[O-])c2)c2ccccc12	4	-16	-1	48	17	0.6	0	6	0	-4
Brc1ccccc1C1=Nn2c(nnc2-c2ccccc2)SC1	-3	-22	27*	5	?	-0.1	2	1	-5	6
O=C(Nc1cccc(NC(=O)c2ccco2)c1)c1ccc2c(c1)OCCO2	3	-4	6	12	-52	0.2	0	0	-57	2
COc1cc(CN2CCCC(C)C2)ccc1OCc1ccccc1 (centres undefined)	2	-6	-1	26	-29	0.3	-3	-5	-34	7
C=CCOC(=O)/C(=C\c1ccccc1)NC(=O)c1ccc(C)cc1	3	-4	-7	-4	-175	2.1	3	6	-103	11
CCCc1nc2ccc(NC(C)=O)cc2c(=O)n1Cc1ccc(Cl)cc1	37	60*	1	15	-137	2.2	-4	12	-129	0
COc1ccc2c(c1)c1c(n2C(C)=O)C(OC(C)=O)=NCC1	-12	-6	3	22	29	1.2	-2	-1	-8	1
Cn1nccc1CNC(=O)c1c(Cl)cnn1C	-1	-4	-3	30	-6	0.2	-3	2	-36	16
COc1ccc(-c2cc(-c3n[nH]c(=S)n3-c3cccc4ccccc34)[nH]n2)cc1	-5	-2	-1	49	6	0.0	-2	9	-26	2
O=C(NCCCn1ccnc1)Nc1ccc(Cl)c(Cl)c1	-2	7	10	11	-11	1.2	2	15	-3	0
CCN1CCN(C(=O)c2ccc3c(c2)N(Cc2ccccc2F)C(=O)c2ccccc2S3(=O)=O)CC1	-7	-3	0	5	-12	-0.3	5	0	-21	-3
Cc1cc(C)c(NC(=O)CS(=O)CC(=O)NCCCc2ccccc2)c(C)c1 (centres undefined)	-2	-6	9	-2	2	0.1	2	-6	14	-3
Cc1cc(C)c(C(=O)Nc2ccc(Br)c(C(F)(F)F)c2)c(C)c1	1	0	-1	31	7	0.2	1	72*	-46	-11
Cc1nn(C(C)C(=O)NCCCN2CCCCCC2)c(=O)c2c1sc1ccccc12 (centres undefined)	-5	-9	2	14	5	0.5	1	-6	-7	5

Following part:
SMILES	HSF1 inh	HSF1 activator	IEC-6 cytotox	AI-2 QS mod	aSyn 5UTR inh	HIF activator	HSP90 inh	SKKanGAS inh	KLF5 inh	Platelet DG rel
COc1cccc(NS(=O)(=O)c2cn(C)c(=O)n(C)c2=O)c1	-11	7	2	21	7	-0.1	-4	0	3	0
CCCCOC(=O)Nc1ccc(N(C)C)cc1	27	30	-4	-6	-162	1.6	5	-3	-148	-2
CCc1nc2oc3ccc(C)cc3c(=O)c2cc1C(=O)OC	2	26	-4	22	-201	1.1	1	-4	-109	6
CCn1c2ccccc2c2nnc(SCC(=O)NCc3cccs3)nc21	8	44	-5	-4	25	-0.2	4	-7	-25	2
O=C(Nc1ccc(Br)cc1)Nc1cnccn1	11	9	-7	6	-57	2.4	-3	-11	-59	-8
O=S(=O)(Nc1ncnc2sc3c(c12)CCC3)c1cc(F)ccc1F	-1	-9	1	20	2	0.1	-1	6	-23	6
CCCCNC(=O)Cn1c(-c2ccc(OC)cc2)noc1=O	0	-1	4	5	-3	-0.2	6	1	0	2
Cn1cc(CCCC(=O)NCc2ccccc2)c2ccccc21	0	-1	1	-8	-4	1.5	-7	-4	-20	-4
COc1ccc(NC2=Nc3cccc4cccc2c34)cc1OC	9	19	8	5	12	0.5	0	-5	-43	0
CN(C)S(=O)(=O)c1ccc(N2CCCC2)c(C(=O)Nc2ccccc2F)c1	7	-10	nt	17	9	0.3	nt	-1	nt	nt
CCOC(=O)C(NC(=O)CC)(Nc1ccccc1)C(F)(F)F (centres undefined)	-6	-4	-3	4	-7	-0.1	1	2	-10	-9
CCCOc1ccc(/C(O)=C2/C(=O)C(=O)N(CCCn3ccnc3)C2c2cccnc2)cc1 (centres undefined)	-11	-6	2	22	12	-0.6	-3	1	3	11
CCOc1ccc(C2C(C(=O)OC)=CN(C(C)c3ccccc3)C=C2C(=O)OC)cc1 (centres undefined)	0	9	0	17	28	0.3	7	5	-7	nt
CCCC1NC(=O)NC(C)=C1C(=O)OCC (centres undefined)	14	-5	0	3	-2	-0.1	-2	-12	-18	6
CC1CC(C)CN(S(=O)(=O)CCNC(=O)c2ccc3c(c2)OCO3)C1 (centres undefined)	-8	1	nt	21	1	-0.1	nt	-1	nt	14
CC(=O)c1cccc(N(C(=O)CNC(=O)c2cccs2)C(C(=O)NCC2CCCO2)c2ccccc2)c1 (centres undefined)	-7	-22	5	9	-3	-0.9	2	-3	3	0
Cc1ccc(C(=O)NCC(=O)OCC(=O)N2CC(C)OC(C)C2)cc1 (centres undefined)	0	-13	nt	9	0	0.0	nt	-8	nt	-14
O=C(CSCc1c(F)cccc1Cl)NCCc1ccccc1	5	8	3	12	-57	0.6	1	4	-22	-11
CCOc1ccc(NC(=O)c2ccc(Br)o2)c([N+](=O)[O-])c1	18	19	6	6	-129	1.3	2	2	-5	-1
CCOc1ccc(N2C(=O)CC(Sc3nc(CC(C)C)ccc3C#N)C2=O)cc1 (centres undefined)	nt	nt	-5	10	-41	-0.2	2	15	-36	-3
Cc1cc(NC(=O)CCC2CCCCC2)no1	22	44	-4	11	-16	1.5	0	-2	-23	-1
Cc1ccc(NC(=O)CCCSc2nc3ccccc3[nH]2)cc1	1	18	13	37	3	-0.1	2	-19	-2	-1
CCc1ccc(NC(=S)NC(=O)c2c(-c3ccccc3Cl)noc2C)cc1	-1	4	5	26	45	0.2	-3	-4	-12	2
O=C(Nc1ccc(Br)cc1)N1CCCCCC1	1	17	4	15	-144	1.9	-3	-2	-103	-10
